Screening results from PubChem BioAssay.
phage Ecoli inh – E. coli growth loss with phage present; growth absorbance; actives 0.26% (n = 360,000); inhibition, % at 11.9 µM; AID 651602; in the data active = inhibition above about 11%
Wnt bcat act – activates Wnt/beta-catenin signaling in a reporter cell assay; activator, plate reader; activation, % at 9.35 µM; actives 1.2% (n = 300,000); AID 743398; in the data active = activation above about 30%, passing the limit was not always enough;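 also: 0% = neutral control wells and 100% = positive control wells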
The depositor's hits bear a star.

phage Ecoli inh | Wnt bcat act | canonical_smiles
3.5 | -0.7 | Cc1noc(C)c1S(=O)(=O)N(C)C[C@H]1OCCCC[C@@H](C)Oc2ccc(NS(=O)(=O)c3cn(C)cn3)cc2C(=O)N([C@H](C)CO)C[C@@H]1C
1.8 | -2.5 | CCOC(=O)C1(C)CCCN(C(=O)c2cccnc2)C1 (stereo not drawn)
-0.1 | -0.6 | CC(NC(=O)c1ccc2nc(Cc3cccc(Cl)c3)oc2c1)c1ccncn1 (stereo not drawn)
-2.1 | -4.8 | CNC(=O)C1Cc2c(-c3cccc(F)c3)ccnc2O1 (stereo not drawn)
1.1 | 1.3 | O=C(NCc1ccccc1)c1cc(C2COCCN2C(=O)OCCF)on1 (stereo not drawn)
2.9 | -2.7 | Cc1cc2c(c(=O)o1)[C@@]1(C(=O)N(C)c3ccccc31)C1=C(CCCC1=O)O2
1.7 | -1.6 | Cc1noc(C)c1S(=O)(=O)NC(=O)C1(C)CCN1C(=O)CC(c1ccccc1)c1ccccc1 (stereo not drawn)
1.9 | -1.5 | OC[C@@H]1CN(Cc2cccs2)C[C@H](n2cnc3c(N4CCN(c5ccccc5)CC4)ncnc32)O1
2.2 | -1.8 | Cc1c(Cl)cccc1N1C(=O)CC(Sc2ccccc2N)C1=O (stereo not drawn)
3.4 | -4.1 | C[C@@H]1CN([C@H](C)CO)C(=O)c2cc(NC(=O)Nc3ccc(F)cc3)ccc2O[C@@H](C)CCCCO[C@@H]1CN(C)C(=O)CCCN(C)C
1.1 | -5.9 | C[C@H]1COc2cc(N(C)CCO)ccc2S(=O)(=O)N1
3.8 | -0.7 | CC(=C1SC(=S)NC1=O)c1ccc(Cl)c(O)c1
2.5 | -2.6 | CN(C)C(=O)N1CCN(C(=O)[C@H]2O[C@@H](n3ccc(N)nc3=O)[C@H](O)[C@@H]2O)CC1
9.8 | -0.6 | O=[N+]([O-])c1ccc(NS(=O)(=O)c2ccc(Cl)c(Cl)c2)cc1
0.4 | -5.5 | COCOCCn1cc(CN2CCS(=O)(=O)N(Cc3ccc(-c4ccc(Cl)cc4)cc3)C(C)C2=O)nn1 (stereo not drawn)
1.9 | 6.7 | CCNC(=O)C1(C)CCN(C(=O)c2ccccc2C(F)(F)F)C1 (stereo not drawn)
5.2 | -7.7 | COC(=O)C1=C(C)N(Cc2ccccc2C(F)(F)F)C(=NCC2CC2)NC1c1cccc(F)c1 (stereo not drawn)
0.5 | -1.8 | CCc1nc2c(OCc3cccc(Cl)c3)cccn2c1N(C)C(=O)c1ccc(OC)cc1
5.1 | -1.4 | Cc1ccc([C@H]2C[C@H](O)[C@@H](n3cc(COC(=O)c4ccccc4)nn3)CN2C(=O)c2cccs2)cc1
2.5 | -0.7 | CCC(C)CNC(=O)c1[nH]c(C(F)(F)F)nc1-c1ccccc1 (stereo not drawn)
0.1 | -0.2 | O[C@@H]1C[C@H](c2ccc(Cl)cc2)N(CC2CCCCC2)C[C@H]1n1cc(C2CC2)nn1
0.6 | -0.7 | COc1ccccc1CNc1nc(NCc2cnc(C)cn2)c2sccc2n1
3.9 | -2.8 | COCCNC(=O)C1(C)CCCN(C(=O)c2ccc3c(c2)OCO3)C1 (stereo not drawn)
4.5 | -1.4 | O=C(O)CC1NC(=S)N(Cc2ccccc2)C1=O (stereo not drawn)
0.4 | -1.2 | COc1ccc(-c2nc3ccc(Br)cn3c2CC(C)(C)C)cc1OC
3.2 | 1.0 | CCCCn1nnnc1C(c1ccccc1)N1CCN(c2ccccc2OC)CC1 (stereo not drawn)
2.4 | 5.6 | CN(Cc1ccccc1C(F)(F)F)C(=O)C1CCC(=O)N(CC2CCCCC2)C1 (stereo not drawn)
100.2* | -3.0 | Nc1nc(N)c2c(ccc3c2ccn3Cc2cccc([N+](=O)[O-])c2)n1
2.8 | -0.5 | CCOC(=O)C1(C)CCCN(C(=O)c2ccc3c(c2)CCO3)C1 (stereo not drawn)
1.2 | -7.0 | Cc1nc(Cn2c3ccc(NC(=S)NC4CCCCC4)cc3c(=O)n2C)cs1
1.2 | -2.2 | COC(=O)c1ccc(CC2(C)C(=O)Nc3ccc(OC(F)(F)F)cc32)o1 (stereo not drawn)
1.3 | -1.7 | OC[C@@H]1CN(Cc2ccccc2)C[C@H](n2cnc3c(NCc4ccco4)ncnc32)O1
2.2 | -0.2 | CCc1c(O)nc(SCC(=O)Nc2ccc(Cl)cc2)n(-c2ccccc2)c1=O
0.6 | -2.1 | COc1cc2oc(=O)cc(CN3CCCCCCC3)c2cc1Cl
1.6 | -0.2 | CN(C(=O)CSc1nnc(C(F)(F)F)n1C)c1c(N)n(Cc2ccccc2)c(=O)[nH]c1=O
1.2 | 0.5 | CC1(C(=O)NS(=O)(=O)c2ccc(Br)cc2)CCN1C(=O)CCC1CCCC1 (stereo not drawn)
3.0 | -7.3 | COc1ccc(Cl)cc1Cn1c(C)c(C(=O)NCc2cccc(Cl)c2)sc1=O
5.1 | 0.2 | COc1ccc(CNC(=O)[C@@H](Cc2ccccc2)NC(=O)CC[C@H]2O[C@@H](n3ccc(=O)[nH]c3=O)[C@H](O)[C@@H]2O)cc1
6.5 | -2.2 | COc1ccc(S(=O)(=O)N(C)C[C@@H]2OCc3cnnn3CCCC(=O)N([C@@H](C)CO)C[C@H]2C)cc1
2.3 | -0.8 | CCN(C)C1CN(Cc2cn(Cc3cc(C)cc(C)c3)nn2)S(=O)(=O)C1 (stereo not drawn)
4.4 | 1.7 | Cc1ccc(C(NC(=O)C2CCN(CCOc3ccc(Cl)cc3Cl)CC2)c2ccccn2)cc1 (stereo not drawn)
-0.7 | -5.9 | CCN(CC)C(=O)C1=C(C)N(Cc2ccc(C(C)(C)C)cc2)C(=O)C(CC(=O)NCC2CCCCC2)C1 (stereo not drawn)
2.1 | -4.0 | Cc1cn([C@H]2C[C@H](O)[C@@H](CNCc3ccc(CN(C)S(C)(=O)=O)o3)O2)c(=O)[nH]c1=O
2.1 | -2.7 | NC(=O)COc1ccc(S(=O)(=O)N2CCCC2)cc1
0.4 | -1.2 | COc1ncnc2c1ncn2CCCNc1ccc(C)c(C)c1
1.8 | -0.6 | COCCNC(=O)c1cc2c(c(-c3cccc(C#CC(C)(C)O)c3)n1)[C@@H](CCO)N(S(=O)C(C)(C)C)C2 (stereo partly drawn)
0.2 | 4.7 | O=C(NCCO)c1ccc(-c2cnc3cccnn23)cc1
1.8 | -5.8 | CCOc1ccc(NC(=O)CSc2nc3ccsc3c(=O)n2Cc2ccc(C(=O)O)cc2)cc1

In the list so far, four contain a thiophene ring, fused or not:
phage Ecoli inh | Wnt bcat act | canonical_smiles
1.9 | -1.5 | OC[C@@H]1CN(Cc2cccs2)C[C@H](n2cnc3c(N4CCN(c5ccccc5)CC4)ncnc32)O1
5.1 | -1.4 | Cc1ccc([C@H]2C[C@H](O)[C@@H](n3cc(COC(=O)c4ccccc4)nn3)CN2C(=O)c2cccs2)cc1
0.6 | -0.7 | COc1ccccc1CNc1nc(NCc2cnc(C)cn2)c2sccc2n1
1.8 | -5.8 | CCOc1ccc(NC(=O)CSc2nc3ccsc3c(=O)n2Cc2ccc(C(=O)O)cc2)cc1

Next section
phage Ecoli inh | Wnt bcat act | canonical_smiles
0.0 | -5.4 | C=C1C(=O)[C@]23C[C@H]1CC[C@H]2[C@]1(C)[C@@H](O)CC[C@@](C)(C(=O)O)[C@H]1C[C@@H]3O
-0.6 | -5.2 | C[C@@H]1COc2cc(N3CCC[C@@H]3CO)ccc2S(=O)(=O)N1
0.5 | -3.0 | CCOC(=O)[C@]12CCCC=C1N(CCC1=CCCCC1)C(=O)[C@H](CC(=O)N1CCC(c3ccccc3)CC1)C2
-0.5 | -15.9 | CCCCc1c(-c2ccccc2OC)ncn1Cc1ccc(C)cc1
3.0 | 0.5 | CCOC(=O)C(C)N1c2cccc3cccc(c23)S1(=O)=O (stereo not drawn)
1.5 | -1.2 | O=C(c1[nH]c(C(F)(F)F)nc1-c1ccccc1)N1CCN(c2ccccc2)CC1
1.4 | -1.0 | CCc1nc2c(OCc3ccc(C(=O)OC)cc3)cccn2c1N(C)C(=O)c1ccc(C)cc1
3.0 | -0.4 | COc1ccc(NC(=O)N(C)C[C@@H]2OCc3cnnn3CCCC(=O)N([C@H](C)CO)C[C@H]2C)c(OC)c1
-1.6 | -2.0 | N#Cc1c(N)[nH]c(C(=O)c2ccccc2)c1-c1ccc(Cl)cc1
1.8 | -0.3 | COC(=O)[C@@]1(Cc2ccc(OC)cc2)[C@H]2c3cc(C(=O)N4CCCC4)n(Cc4cc(C)n(C)n4)c3C[C@H]2CN1C(=O)c1ccccc1
-0.7 | -1.3 | CCOC(=O)C1=NOC2(C1)C(=O)Nc1c(Cl)cccc12 (stereo not drawn)
-0.8 | -3.4 | COC(=O)[C@]12C[C@H](CC(=O)NCc3cccc4ccccc34)C(=O)N(Cc3ccccc3)C1=C[C@H](C(C)C)O[C@@H]2C1CC1
3.3 | -6.6 | CC1(C(=O)NCc2cccc3ccccc23)CCN1Cc1ccc(-c2ccccc2)o1 (stereo not drawn)
0.9 | 8.5 | CSCCC(C(=O)Nc1c(C)cccc1C)n1c(-c2cnc(C)cn2)nc2ccccc21 (stereo not drawn)
-0.7 | -0.5 | CCCCCC(=O)N1C[C@H](O)[C@@H](n2cc(-c3ccc(F)cc3)nn2)C[C@@H]1c1ccccc1
1.1 | 0.3 | CCc1nc2ccc(C(=O)N3CCN(S(=O)(=O)CC)CC3)cn2c1N(CC)C(=O)NCCc1ccccc1
0.6 | 0.0 | COC(=O)N1C[C@H](OCc2cn(-c3ccc(OC)cc3)nn2)[C@H]2C[C@@H]1c1ccccc1O2
0.9 | -0.5 | COc1ccc([C@H]2CC(=O)C[C@@H](CCn3cc(-c4cccnc4)nn3)O2)cc1
4.1 | -27.9 | COC(=O)C1=C(C)N(Cc2cccc(C(F)(F)F)c2)C(=NCc2cc(OC)c(OC)c(OC)c2)NC1c1ccc(Cl)cc1 (stereo not drawn)
14.6* | -20.4 | NC(=S)NN=Cc1nccc2c(C(F)(F)C(F)(F)C(F)(F)F)cccc12
1.6 | -0.6 | CN(CC(=O)Nc1ccc(Cl)cc1)C(=O)CN1C(=O)C2CCCCC2C1=O (stereo not drawn)
3.4 | 15.3 | CC1(C(=O)NS(=O)(=O)c2cccc(C#N)c2)CCN1C(=O)C/C=C/c1ccccc1 (stereo not drawn)
4.2 | 0.3 | COc1ccc2c(CN3CCCCC3)cc(=O)oc2c1
3.0 | -23.9 | COC(=O)C1=C(C)N(Cc2ccc(C(F)(F)F)cc2)C(=NCc2ccc3c(c2)OCO3)NC1c1cccc(Cl)c1 (stereo not drawn)
0.1 | 0.3 | COC(=O)C1=CC(=O)N2CCN=C2S1
-0.3 | 0.2 | COC(=O)N(C)C[C@H]1OCc2cnnn2CCCC(=O)N([C@H](C)CO)C[C@H]1C
0.8 | -1.4 | COc1ccc(NC(=O)c2cc(-c3cc(Cl)ccc3C)n[nH]2)cn1
1.6 | -4.4 | Cn1c(-c2ccccc2)cc(=NNS(C)(=O)=O)c2cc(S(=O)(=O)O)ccc21
0.3 | -3.7 | Cc1ccc(-c2ccc(CN3C(C)C(=O)N(Cc4cn(CCC5OCCCO5)nn4)CCS3(=O)=O)cc2)cc1 (stereo not drawn)
-0.7 | 1.4 | CCNC(=O)C1CCCN(C(=O)c2cccc(OC(F)(F)F)c2)CC1 (stereo not drawn)
4.2 | -13.9 | Nc1ccc2ccc(NS(=O)(=O)N3CCCCC3)cc2c1
0.9 | -0.1 | Cc1cccc(C)c1NC(=O)C1(C)CN(S(C)(=O)=O)CC(=O)N1CCc1ccc(O)cc1 (stereo not drawn)
0.9 | 0.6 | CC(=O)c1sc(Nc2ccccc2)nc1C
1.4 | -1.7 | CCCCN1CC(N2CCN(CCO)CC2)CS1(=O)=O (stereo not drawn)
2.8 | -2.6 | COC(=O)[C@]12CCCCC=C1N(Cc1ccc(Cl)cc1Cl)C(=O)[C@H](CC(=O)NCCc1ccccc1OC)C2
4.0 | 10.0 | CSCCC(C(=O)NC(C)(C)C)n1c(-c2ccc3c(c2)OCO3)nc2ccccc21 (stereo not drawn)

Two of these compounds in another layout:
COC(=O)C1=C(C)N(Cc2ccc(C(F)(F)F)cc2)C(=NCc2ccc3c(c2)OCO3)NC1c1cccc(Cl)c1 (stereo not drawn)
  phage Ecoli inh: 3.0
  Wnt bcat act: -23.9
COC(=O)C1=CC(=O)N2CCN=C2S1
  phage Ecoli inh: 0.1
  Wnt bcat act: 0.3

Other structures
phage Ecoli inh | Wnt bcat act | canonical_smiles
3.0 | -3.9 | Cc1ccc2c(NCc3ccco3)nc(NC(C)C)nc2c1
0.2 | -2.1 | CCOC(=O)C1=CCN(S(=O)(=O)c2ccc(C)cc2)C1c1ccc(Cl)cc1 (stereo not drawn)
1.2 | -3.5 | CCCCNC(=O)C1(C)CCC(=O)N1CCCn1ccnc1 (stereo not drawn)
0.7 | 0.8 | COC(=O)C[C@@H]1C=C[C@@H](NC(=O)C2CCC2)[C@@H](CO)O1
2.1 | -2.0 | CC[C@@H]1CC2=C(C(=O)OC(C)(C)O2)[C@@H](c2ccc(Cl)cc2)O1
0.8 | -0.4 | CCCCN(C=O)c1c(CC)nc2ccc(C(=O)NCCCn3ccnc3)cn12
1.6 | -2.2 | Cc1ccc2ccccc2c1C(O)c1ncc(-c2ccccc2)[nH]1 (stereo not drawn)
5.1 | -0.4 | COc1ccc(CN(C)C[C@@H]2OCc3cnnn3CCCC(=O)N([C@@H](C)CO)C[C@H]2C)cc1
5.2 | -4.9 | COC(=O)[C@]12C[C@H](CC(=O)N3CCOCC3)C(=O)N(Cc3ccccc3)C1=C[C@H](C(C)(C)C)O[C@@H]2C
0.6 | -0.1 | O=C(c1ccc(F)cc1)N1CCN(S(=O)(=O)c2ccc3c(c2)OCCO3)CC1
1.2 | 0.3 | Cc1ccc(C)c(NC(=O)c2ccc3c(c2)CCN3S(C)(=O)=O)c1

Only part of the results is shown; the hit share may differ from the screen's.
